S1P4 agonist – activates the human S1P4 receptor; O95977; S1P4-expressing cell line, agonist reporter assay; activation, % at 4.98 µM; 220,000 compounds, 0.35% hits; AID 1509; in the data active means activation above about 11%;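 further: 0% = DMSO vehicle and 100% = reference agonist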
CHOP inhibitor – CHOP inhibition in unfolded protein response | AID 2732 | 220,000 compounds, 3.8% hits | CHO-K1 CHOP-promoter luciferase, tunicamycin-induced, 15-18 h | inhibition, % at 10 µM;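 active means compounds that reduced the stress-induced luciferase reporter signal by more than about 70% of percent inhibition, limit read from the data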;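 further: 0% = tunicamycin plus vehicle and 100% = wells without tunicamycin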
NPY-Y1 PAM-ag – potentiates or activates human NPY-Y1 receptor; P25929; NPY-Y1 expressing cells, potentiator/agonist activation; activation, % at 3.6 µM; 220,000 compounds, 0.37% hits; AID 1304; in the data active means activation above about 33%, passing the limit was not always enough;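 further: cells stimulated with NPY at EC10 then isoproterenol at EC100; 0% = low agonist plus stimulus and 100% = saturating agonist plus stimulus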
Target sequence (P25929 whole entry, looked up): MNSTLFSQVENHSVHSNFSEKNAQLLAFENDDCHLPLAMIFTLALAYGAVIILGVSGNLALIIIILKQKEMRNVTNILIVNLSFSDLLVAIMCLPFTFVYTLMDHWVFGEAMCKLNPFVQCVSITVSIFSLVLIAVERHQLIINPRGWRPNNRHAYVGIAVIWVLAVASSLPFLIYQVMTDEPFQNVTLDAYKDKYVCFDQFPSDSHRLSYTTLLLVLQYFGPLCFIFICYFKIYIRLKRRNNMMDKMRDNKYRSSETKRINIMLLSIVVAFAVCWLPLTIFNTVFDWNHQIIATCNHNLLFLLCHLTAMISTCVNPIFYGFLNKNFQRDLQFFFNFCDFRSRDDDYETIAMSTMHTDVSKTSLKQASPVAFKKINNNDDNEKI
BaF3 parental – counter-screen for JAK2V617F inhibitors: parental Ba/F3 viability inhibitors. CellTiter-Glo ATP luminescence. inhibition, % at 5.6 µM. 220,000 compounds, 1.1% hits. AID 1486;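 active means inhibition above a per-campaign cutoff, the mean inhibition of all tested compounds plus 3 SD, cut at about 27% in these data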;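 further: 0% = DMSO wells and 100% = JAK Inhibitor I control wells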
Ba/F3 V617F tox – lowers viability of Ba/F3 cells expressing EpoR and JAK2V617F. ATP luminescence. inhibition, % at 5.6 µM. 220,000 compounds, 1.1% hits. AID 1446;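 active means inhibition above the campaign mean plus 3 SD over all tested compounds, cut at about 24% in these data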;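 further: cytokine-independent growth of Ba/F3 cells driven by EpoR plus mutant JAK2; 0% = DMSO-treated cells and 100% = JAK inhibitor I control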
S1P4 antagonist – blocks the human S1P4 receptor; S1P4-expressing cells, antagonist mode, reporter read-out; AID 1510; 220,000 compounds, 0.26% hits; inhibition, % at 4.98 µM; in the data active means inhibition above about 29%;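 further: 0% = wells stimulated with agonist and 100% = vehicle wells without agonist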
NCF1 inh – inhibitors of human p47phox binding; p47phox/p22phox peptide binding, fluorescence polarization, 2 h; inhibition, % at 24.7 µM; 220,000 compounds, 0.53% hits;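 active means inhibition above about 30%, limit read from the data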;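 further: 0% = p47phox with labelled peptide and 100% = labelled peptide alone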
Target sequence (P14598 whole entry, looked up): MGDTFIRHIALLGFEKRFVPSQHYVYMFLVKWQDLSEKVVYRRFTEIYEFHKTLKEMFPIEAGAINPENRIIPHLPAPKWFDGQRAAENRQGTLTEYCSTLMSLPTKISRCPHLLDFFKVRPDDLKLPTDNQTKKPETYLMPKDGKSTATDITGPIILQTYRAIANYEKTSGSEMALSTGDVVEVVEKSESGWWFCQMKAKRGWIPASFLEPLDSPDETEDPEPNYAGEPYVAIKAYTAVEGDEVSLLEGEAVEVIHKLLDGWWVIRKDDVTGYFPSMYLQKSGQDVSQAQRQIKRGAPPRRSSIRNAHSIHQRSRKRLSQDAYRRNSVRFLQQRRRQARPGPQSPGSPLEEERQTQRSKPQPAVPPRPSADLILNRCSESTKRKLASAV
NPY-Y2 PAM-ag – potentiates or activates human NPY-Y2 receptor | P49146 | cells expressing NPY-Y2, potentiator/agonist read-out | activation, % at 3.6 µM | 220,000 compounds, 0.45% hits | AID 1359; in the data active means activation above about 27%;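 further: cells stimulated with NPY near EC25 plus isoproterenol at EC100; 0% = vehicle plus submaximal agonist and 100% = vehicle plus saturating agonist; some results beyond the cut were filed as inactive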
NPY Y1 blocker – blocks the human neuropeptide Y Y1 receptor; P25929; HEK293-CNG Y1 cells, membrane potential fluorescence; NPY at EC95, then isoproterenol; inhibition, % at 3.6 µM; 200,000 compounds, 1% hits;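 active means inhibition above the campaign mean inhibition of all tested compounds plus 3 SD, cut at about 20% in these data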;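 further: 0% = DMSO wells given NPY plus isoproterenol and 100% = isoproterenol alone without NPY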
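Test system: HEK293 cells co-expressing NPY Y1 receptor and cyclic-nucleotide gated channel; Also added: NPY (25 nM), isoproterenol (1 µM), Ro 20-1724 (25 µM); Compound dosing: one concentration, 3.6 µM, in 0.4% DMSO; Timing: dye 3 h, compound 60 min room temperature, stimulation 45 min; Technique: Membrane-potential fluorescent dye readout.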
* = called active by the depositor; nt = no result given. Random draw from the library (roughly 7.1% active in at least one column).

SMILES	S1P4 agonist	CHOP inhibitor	NPY-Y1 PAM-ag	BaF3 parental	Ba/F3 V617F tox	S1P4 antagonist	NCF1 inh	NPY-Y2 PAM-ag	NPY Y1 blocker
CC(C)(C)n1nnnc1C(c1ccncc1)N(Cc1ccccc1)Cc1ccco1 (centres undefined)	1.7	-11.2	2.1	2.2	1.9	4.6	-19.2	0.4	10.6
CC1(C)Cc2c(sc3nc(-c4ccccc4Cl)n(N)c(=O)c23)CO1	-5.1	13.6	-14.9	5.4	-1.0	-14.2	-3.0	7.6	-2.4
Cc1coc2c(C)c3oc(=O)c4c(c3cc12)CCC4	2.1	nt	-5.9	2.7	-1.8	4.6	nt	11.7	3.6
COc1cc2c(cc1OC)C(Cc1ccc(O)cc1)NCC2 (centres undefined)	0.4	8.6	25.9	3.5	-1.6	14.7	1.3	3.2	0.2
O=C(C1=C[C@H](c2ccc(C(F)(F)F)cc2)C[C@H](OCc2ccc(CO)cc2)O1)N1CCN(Cc2ccc3c(c2)OCO3)CC1	1.4	14.4	1.5	1.1	2.2	-5.4	-9.2	-6.9	0.1
COn1c(SCc2cccnc2)nc2ccccc2c1=O	0.4	14.6	-3.5	3.8	1.0	7.1	-10.4	-18.0	4.8
CC(C)CC(=O)N1CCN(S(=O)(=O)c2ccccc2)CC1	2.4	-12.1	-25.6	2.7	-2.4	-1.4	4.9	-3.1	-1.2
Nc1nonc1-n1nncc1-c1ccccc1	1.7	-6.6	23.8	6.0	-0.3	-22.9	-2.1	3.3	-2.6
Cc1ccnc(NS(=O)(=O)c2cc(C(F)(F)F)ccc2Cl)c1	0.5	12.0	17.1	-9.5	-1.7	-24.6	-10.9	-13.2	nt
Cc1ccc(S(=O)(=O)N(C)c2ccc(C(=O)Nc3c(C)n(C)n(-c4ccccc4)c3=O)cc2)cc1	0.9	30.0	-1.6	-0.8	-1.3	-0.5	-5.9	-13.7	3.0
COc1cccc2[nH]c3c(N4CCCC(C)C4)ncnc3c12 (centres undefined)	1.7	0.2	-72.5	0.8	-0.2	-2.1	-28.5	-10.3	8.9
CCn1c(SCC(=O)Nc2sc(C)c(C)c2C#N)nnc1C(C)C	-0.6	15.8	-3.9	1.5	-1.9	-24.7	-8.1	5.0	5.8
Cc1cc(C(=O)N2CCCCCC2)cs1	-4.3	13.8	8.4	9.5	6.2	-7.9	-6.3	-6.2	6.2
Cc1nccc2[nH]c(=O)c(C(=O)NC(C)CCc3ccccc3)cc12 (centres undefined)	24.1*	14.9	2.2	-2.0	0.8	-6.5	-0.5	-5.4	-0.3
C/C(=N\NC(=O)c1c(Cl)c(C)nn1C)c1ccc(NC(=O)COc2ccc(Cl)cc2C)cc1	1.8	62.2	4.7	-2.8	3.8	-4.6	3.5	-13.8	1.9
Cc1ccc(NC(=O)c2oc3ccccc3c2NC(=O)c2ccc3c(c2)OCO3)cc1	0.2	-1.8	-25.7	2.6	-0.6	-12.6	-3.2	-11.4	1.2
Cc1ccccc1C(=O)Nc1ccccc1C(=O)NCC(C)C	-0.8	9.8	-9.3	-0.7	5.2	-19.4	14.4	-2.8	6.8
O=C(NCc1ccccn1)c1ccc(NC(=O)c2ccco2)cc1	0.8	12.4	-21.0	3.4	-2.7	-7.8	2.7	2.9	4.4
CC(O)CNCc1cccc2ccccc12 (centres undefined)	-0.4	-1.5	-5.3	1.9	-1.1	-9.4	-5.4	-29.1	-1.8
Cc1scc(C(=O)NNC(=S)NCc2ccccc2)c1C	-0.1	-10.5	-9.4	6.9	5.8	-17.7	-9.8	-7.3	0.8

Reprinted from the part before: three entries; new compounds follow.
SMILES	S1P4 agonist	CHOP inhibitor	NPY-Y1 PAM-ag	BaF3 parental	Ba/F3 V617F tox	S1P4 antagonist	NCF1 inh	NPY-Y2 PAM-ag	NPY Y1 blocker
O=C(NCc1ccccn1)c1ccc(NC(=O)c2ccco2)cc1	0.8	12.4	-21.0	3.4	-2.7	-7.8	2.7	2.9	4.4
CC(O)CNCc1cccc2ccccc12 (centres undefined)	-0.4	-1.5	-5.3	1.9	-1.1	-9.4	-5.4	-29.1	-1.8
Cc1scc(C(=O)NNC(=S)NCc2ccccc2)c1C	-0.1	-10.5	-9.4	6.9	5.8	-17.7	-9.8	-7.3	0.8
CCC(=O)Nc1cc(C(=O)OCC(=O)c2ccccc2Cl)ccc1C	0.9	-38.6	4.2	-0.9	1.0	7.0	-5.2	-17.8	7.4
Cc1nc(-c2ccc3c(c2)OCCO3)cs1	0.4	-23.7	-7.2	7.7	1.7	-1.9	0.4	-9.4	3.9
Cc1ccc(C(=O)NC(=S)NCCCN2CCOCC2)cc1	-0.8	3.7	-13.2	5.5	3.0	12.1	-9.4	3.9	5.7
Cn1c(CNC(=O)c2ccccc2F)nnc1SCc1ccc(Cl)cc1	0.1	15.4	5.8	5.2	1.6	3.4	-10.0	2.8	1.2
Cc1ccc(OCC(=O)N/N=C/c2cn(C)c3ccccc23)cc1	-0.9	42.0	9.4	3.7	-3.6	-10.7	-13.9	-0.1	nt
COc1ccccc1CNC(=O)COc1ccc2c(c1)CCC2	-1.4	17.8	1.3	5.5	-2.3	-4.9	-12.5	0.2	9.0
C/C(=N\NC(=O)c1ccccc1F)c1ccc2c(c1)Nc1ccccc1S2	0.4	28.6	12.0	8.8	0.5	-16.5	-62.9	11.9	-3.2
Cc1ccc(SCc2nc3ccccc3[nH]2)cc1	1.1	-13.4	2.3	4.1	-1.8	0.5	-20.6	-2.8	-1.1
CCOC(=O)C(NC(=O)c1ccccc1)=C(C)C	3.1	17.4	3.3	5.7	3.8	-19.7	-1.6	7.7	6.8
Cc1cccc[n+]1C1C(c2ccc([N+](=O)[O-])cc2)C(C#N)=C(C(=C=[N-])C#N)NC1(O)C1CC1 (centres undefined)	2.2	-12.6	23.5	-0.1	-1.9	6.0	-2.3	10.4	9.4
Cc1cccc(OCc2nc(-c3ccc(-n4cccc4)cc3)no2)c1	1.0	42.8	-4.4	11.4	-0.9	-14.6	-5.7	0.5	0.3
O=C(O)CCCC(=O)N1CCCC1	0.8	16.2	18.5	7.3	-0.8	-5.4	2.5	-3.8	-0.4
O=C(NCc1ccccn1)C(=O)Nc1cccc2ccccc12	1.0	8.8	10.6	-0.1	-4.3	-21.0	-0.8	4.6	-0.3
Cc1nnc(N/N=C/C2CC=CCC2)[nH]c1=O (centres undefined)	1.1	6.5	13.7	-2.8	-3.2	-6.4	-8.7	5.6	5.3
Nc1cc(Cl)nnc1Cl	2.1	4.9	-11.2	-1.7	-0.9	3.6	-1.8	8.9	nt
CN(CC(=O)Nc1ccc(C#N)cc1)Cc1ccc(Cl)cc1	-0.1	42.4	-7.6	5.1	-0.5	-7.9	-9.4	-7.1	2.7
O=C(COC(=O)c1ccccc1NC(=O)c1ccccc1)c1ccc([N+](=O)[O-])cc1	-2.1	-4.4	-3.3	1.1	-3.1	-7.4	-9.6	-0.9	2.8
O=C(Cc1ccccc1[N+](=O)[O-])NCc1ccccc1Cl	-0.4	-19.2	1.9	4.8	-1.6	0.0	-7.6	8.3	-1.1
COc1ccc(OC)c2[nH]c(=O)c(CCNC(=O)c3ccc(Br)o3)cc12	0.7	-8.8	-1.9	3.3	-3.6	-12.0	-4.1	9.1	-4.7
COc1ccc(N(C(=O)Cn2nnc3ccccc32)C2(C(=O)NC3CCCC3)CCCCC2)cc1	1.1	-24.9	-5.7	1.8	4.2	-28.7	-5.3	-4.5	3.6
O=C1CC(c2nc3ccccc3[nH]2)CN1Cc1ccccc1 (centres undefined)	2.7	-9.9	21.4	1.6	-3.6	-12.5	-8.6	7.2	1.4
CC(Nc1n[nH]c(=S)[nH]c1=O)C(=O)OCc1ccccc1 (centres undefined)	2.1	32.2	-8.3	0.4	-3.0	-15.9	-1.7	-2.7	-2.4
COc1ccc(CNC(=O)CSc2nc(C)cs2)cc1	0.1	-3.2	9.0	-2.8	-4.3	-7.5	-7.5	7.7	-5.2
COCc1cc(C)n(CC(=O)Nc2cc(C)cc(C)c2)c(=O)c1C#N	1.6	27.6	1.1	5.6	-1.1	-11.2	4.5	-3.6	5.1
Cc1ccc2c(c1)N(CCC(=O)NCc1cccs1)C(=O)C(C)O2 (centres undefined)	1.5	74.2*	4.1	9.3	7.2	-14.2	-7.0	-12.9	4.2
CCCS(=O)(=O)N1CCN(C(=O)c2cccs2)CC1	0.9	-5.3	11.1	4.3	0.9	-5.8	-3.1	6.1	-3.3
CCS(=O)(=O)N1Cc2ccccc2CC1C(=O)Nc1nnc(SCc2c(Cl)cccc2Cl)s1 (centres undefined)	-2.3	28.3	-4.3	7.3	0.5	1.1	-54.1	-8.4	4.5
CCc1c(O)nc(N2CCN(Cc3ccccc3)CC2)[nH]c1=O	0.8	-22.2	-0.5	-3.3	-2.4	-11.2	5.6	1.2	2.1
COc1ccccc1N(C)S(=O)(=O)c1ccc(C(=O)OCC(=O)NCCC2=CCCCC2)cc1	-0.8	11.6	25.9	2.2	-2.0	-11.1	-20.1	-1.8	1.4
COC(=O)c1cc(OC)c(OC)cc1NC(=S)Nc1cccc(C(C)=O)c1	0.1	-14.5	7.7	1.6	-2.1	-14.9	-9.8	-6.6	3.6
O=C(c1ccco1)N1CCN(c2cccc(Cl)c2)CC1	2.0	9.9	-8.4	5.7	2.1	-7.6	-9.7	-1.1	-4.4
CCCC(=O)Nc1sc(C(=O)Nc2cccc(N)c2)c(C)c1C(=O)OC	1.4	13.7	12.2	9.4	-0.6	-12.1	-16.7	-5.5	1.1
Cc1ccc2nc(-c3ccccn3)cc(C(=O)N3CCN(c4ncccn4)CC3)c2c1	1.0	14.7	-14.8	1.9	-1.4	-23.6	4.8	-1.6	11.8
CC(=O)Nc1nnc(-c2ccc3c(c2)CCCC3)o1	-1.5	-5.5	-11.2	9.5	-1.1	-22.8	-14.3	-4.1	1.9
CCOc1cc(/C=N/NC(=O)c2cccnc2)ccc1OCc1ccc(C(=O)OC)o1	-1.7	-2.4	-5.1	3.4	0.2	-3.6	-8.7	-7.7	1.4
COc1ccc(C2N=C(N)N=C(N)N2c2ccccc2OC)cc1OC (centres undefined)	-0.7	10.0	19.3	7.5	2.3	-9.2	-9.6	-20.6	-0.7
CSc1nnc(-c2cc3c(-c4ccccc4)nn(C)c3s2)n1C	-4.2	8.6	19.7	9.6	4.6	-5.7	-1.9	-11.6	6.4
O=C(CSc1nncs1)Nc1ccc2c(c1)OCO2	1.1	-19.7	0.7	-2.5	-4.2	-7.4	-8.3	10.6	-1.4
COc1ccc(Cl)cc1NC(=O)N1CCN(S(C)(=O)=O)CC1	1.5	10.8	-2.2	-1.8	-2.9	-9.0	-4.6	-3.1	0.0
CCOC(=O)C1=C(CP(=O)(c2ccccc2)c2ccccc2)NC(=O)NC1c1ccc(Cl)cc1 (centres undefined)	-0.3	0.1	9.5	2.8	-1.4	-12.6	-6.4	-1.3	4.5
CC(C)(C)C1CCc2onc(C(=O)Nc3cccnc3)c2C1 (centres undefined)	0.6	47.5	9.1	3.8	-1.4	-6.2	-15.2	-2.4	-5.2
CCN(CC)CCNC(=O)C(C)c1nn(CC)c(=O)c2ccccc12 (centres undefined)	1.8	16.8	-28.4	5.8	2.6	-24.2	-4.9	0.4	1.2
CCOC(=O)/C(C(N)=NCC(C)C)=C(/O)c1ccccc1	0.3	-1.2	-11.8	-0.5	1.4	-1.4	-8.6	4.6	3.1
